Source: PubChem BioAssay
MC4R antag cAMP = blocks human MC4R cAMP signaling; 0.48% of 360,000 active; MC4R-expressing cells, MTII-stimulated cAMP, LANCE TR-FRET; inhibition, % at 6.5 µM; AID 540295; P32245;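 active = inhibition above its plate's cutoff, the mean of tested wells on that plate plus 3 SD, cut at about 29% in these data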;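 also: 0% = Melanotan II alone and 100% = Melanotan II plus saturating MCL0020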
Target sequence (P32245 whole entry, looked up): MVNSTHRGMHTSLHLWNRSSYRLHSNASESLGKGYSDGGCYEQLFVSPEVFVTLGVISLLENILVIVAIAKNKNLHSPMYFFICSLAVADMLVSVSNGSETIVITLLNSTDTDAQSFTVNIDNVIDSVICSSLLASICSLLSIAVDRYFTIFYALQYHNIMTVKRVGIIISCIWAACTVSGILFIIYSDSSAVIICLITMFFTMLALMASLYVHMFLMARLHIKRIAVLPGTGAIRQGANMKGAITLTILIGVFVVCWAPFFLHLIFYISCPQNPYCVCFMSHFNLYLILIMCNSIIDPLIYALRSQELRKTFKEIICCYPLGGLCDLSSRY
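Assay system: U2OS cells stably expressing human melanocortin 4 receptor (MC4R) / Dosing: 6.5 µM / Timing: compound 30 min, challenge 1 h, detection 1 h / Measured by: Eu-cAMP/anti-cAMP TR-FRET, emission 671 nm / Replicates: singlicate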
Glyco luc inh = N-linked glycosylation inhibition; 0.23% of 360,000 active; D54 ERlucT glycosylation luciferase reporter, 24 h; percent of 100 nM tunicamycin response; reporter increase, % at 12.5 µM;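 active = mean luciferase reporter signal, scaled so untreated is 0 and the glycosylation-blocking control 100, at or above a set limit in every replicate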;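 also: luciferase carries N-glycosylation sites so blocking glycosylation raises the light; 0% = median of neutral control wells and 100% = median of 100 nM tunicamycin wells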
ABCB6 inh MLPCN = inhibitors of human ABC transporter ABCB6. Q9NP58. K562-ABCB6 porphyrin accumulation, flow cytometry, 1 h; stronger effect = lower value. fluorescence ratio to DMSO, % at 10 µM. 0.19% of 360,000 active;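 active = fluorescence ratio to DMSO below 75%, the collection mean minus 3 SD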;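 also: signal is porphyrin accumulated inside mitochondria; 100% equals median channel fluorescence of DMSO control wells; lower ratio means ABCB6 inhibition with less porphyrin fluorescence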
iPSC survival up = hiPSC single-cell survival enhancement; 0.044% of 360,000 active; AID 602274; ATPlite luminescence; 100% = ROCK inhibitor wells, 0% = DMSO; survival enhancement, % at 20 µM; in the data active = survival enhancement above about 18%;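 also: cells exposed to compounds for 16 hours before the ATP read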
MC4R ag barr = human MC4R agonism via beta-arrestin | P32245 | 0.98% of 360,000 active | AID 540308 | activation, % at 8.9 µM | U2OS MC4R beta-arrestin complementation, luminescence; percent of melanotan II response, DMSO zero;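 active = activation above a per-plate cutoff, the mean activation of sample wells on that plate plus 3 SD, cut at about 8% in these data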
Exocytosis inh = lytic granule exocytosis inhibition | AID 651702 | 0.66% of 360,000 active | inhibition, % at 10 µM | TALL-104 LAMP-1 surface exposure, flow cytometry; cells stimulated with thapsigargin and PMA;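 active = inhibition above about 55%, limit read from the data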
ABHD5-PLIN5 inh = ABHD5-PLIN5 protein interaction inhibition | Q00G26+Q8WTS1 | Split G. princeps luciferase complementation, luminescence, 4 h | inhibition, % at 4 µM | 0.78% of 360,000 active | AID 602281;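 active = inhibition above the mean inhibition across every tested compound plus 3 SD, cut at about 22% in these data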;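 also: 0% = DMSO only wells and the 100% control is not disclosed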
aDG glyco up = increases alpha dystroglycan glycosylation | activation, % at 10 µM | Pro5-aDG cells, alpha-DG glycosylation AlphaScreen (IIH6); 0% Pro5, 100% B10-LARGE cell signal | 0.22% of 360,000 active;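 active = activation of at least 8% versus controls, or a plate z-score of at least 8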;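 also: Pro5 are CHO cells carrying HIG-tagged alpha-DG that lacks glycosylation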
HTR2A ag = agonists of mouse serotonin 5-HT2A receptor (HTR2A) | CHO-K1 mHTR2A beta-arrestin complementation, luminescence; percent of 30 µM serotonin response | AID 624169 | P35363 | 0.66% of 360,000 active | activation, % at 7.6 µM;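 active = activation above a run cutoff, the mean activation of all tested compounds plus 3 SD, cut at about 14% in these data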;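 also: 0% = plate median of compound wells and 100% = 30 µM serotonin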
Target sequence (P35363 whole entry, looked up): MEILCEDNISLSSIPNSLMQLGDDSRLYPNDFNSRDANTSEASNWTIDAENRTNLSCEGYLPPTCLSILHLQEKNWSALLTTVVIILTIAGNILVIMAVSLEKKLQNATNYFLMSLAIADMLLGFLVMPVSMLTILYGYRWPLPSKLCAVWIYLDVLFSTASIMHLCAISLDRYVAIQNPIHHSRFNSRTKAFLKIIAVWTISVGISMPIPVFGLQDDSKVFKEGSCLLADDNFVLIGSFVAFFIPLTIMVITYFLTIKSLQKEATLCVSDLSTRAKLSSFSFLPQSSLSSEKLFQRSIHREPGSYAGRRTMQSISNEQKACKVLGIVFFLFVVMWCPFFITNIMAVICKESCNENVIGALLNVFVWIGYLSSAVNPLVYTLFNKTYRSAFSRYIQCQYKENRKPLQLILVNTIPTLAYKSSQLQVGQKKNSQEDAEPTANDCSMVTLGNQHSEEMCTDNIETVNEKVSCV
Cardio protect = myocardial damage modulation in H9c2 cells. 0.63% of 360,000 active. AID 588492. protection from H2O2 cell death, % at 20 µM. H9c2 cardiomyocytes, H2O2 injury protection, ATPLite, 2 h;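 active = compounds giving at least 50% protection of heart cells from peroxide-induced death in the single-dose screen, raw or plate-pattern-corrected value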;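 also: 0% = DMSO wells with peroxide and 100% = DMSO wells without peroxide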
* marks the source's active call; other numbers are inactive results; / = no result given; & = joins results of further samples. Rows were taken by chance; about 4.5% have a hit in one of these screens.

Molecule,MC4R antag cAMP,Glyco luc inh,ABCB6 inh MLPCN,iPSC survival up,MC4R ag barr,Exocytosis inh,ABHD5-PLIN5 inh,aDG glyco up,HTR2A ag,Cardio protect
O=C(OCc1ccccc1)c1ccc(NCc2cc(O)ccc2O)cc1,-8,5,92,-2.2,-2.5,30,16,0.0,-4,-11
COc1ccc(C2=NOC(C(=O)NCC(C)C)C2)cc1 (stereo unspecified),-5,-1,97,0.9,-2.5,-4,-2,0.1,1,-3
CN1CCN(C(=O)c2ccc3c(c2)S(=O)(=O)c2ccccc2C3=O)CC1,0,4,104,-1.2,-1.3,-5,4,-0.1,6,2
COc1cc(NCC2COc3c(ccc(OC)c3OC)C2=O)c([N+](=O)[O-])cc1OC (stereo unspecified),/,2,94,0.4,/,-12,4,-0.2,-2,11
COC(=O)c1ccc(Cn2c(C)c(C(=O)NCc3cccs3)sc2=O)o1,0,-5,98,-2.4,-1.2,-1,-3,0.5,-3,52*
O=C(CSc1nnc2c3ccccc3c3ccccc3c2n1)Nc1ccccc1F,-1,3,120,9.5,2.2,-3,-10,0.0,-2,0
N#Cc1ccccc1CSc1nc2ncc(Br)cc2[nH]1,1&1,2&-2,98&106,2.5&-1.2,-0.8&-1.1,-6&0,-5&-3,0.0&-0.1,2&-2,1&3
COCC(C)NC(C(=O)Nc1ccc(C)c(Cl)c1)c1ccccc1 (stereo unspecified),3,-1,96,-1.6,-1.8,0,-6,0.4,-3,4
CCC1COCCS(=O)(=O)N1Cc1ccc(C)cc1 (stereo unspecified),4,3,98,1.7,-1.3,-2,-1,0.0,4,0
Cc1cc2c(c(/C=C/C(=O)c3ccccc3)c1)OC1(C=C2)Oc2ccccc2C(=O)N1C (stereo unspecified),27,-2,93,-2.2,-0.6,0,7,-0.3,-6,1
Cc1ccc(S(=O)(=O)N2CC=C(C(=O)NCc3ccc(F)cc3)CC2)cc1,0,-1,104,0.8,-1.9,-6,-12,-0.2,5,4
Cc1ccc(NC(=O)CN2C(=O)CCS(=O)(=O)c3ccccc32)cc1Cl,2,-1,87,-0.5,-2.5,-1,-3,0.0,0,2
COc1ccc(/C=C2\SC(=S)N(CCCC(=O)NC3CCCC3)C2=O)cc1OC,1,8,94,-0.5,-1.2,1,1,0.3,-2,-6
CCCCCCSc1cc(-c2nc3ccc(C)cn3c2NCCCC)ccc1OC,10,-5,102,-3.5,2.1,10,-21,1.5,8,-11
CC(NC(=O)[C@H](C)NC(=O)[C@@H]1CSC2c3ccccc3C(=O)N21)c1ccccc1 (stereo partly specified),11,1,103,0.2,-2.3,1,0,0.3,-2,-7
CC(=O)Nc1ccc(N2C(=O)CC(Sc3nc4ccccc4s3)C2=O)cc1 (stereo unspecified),1,3,102,-0.4,-3.0,-3,3,-0.3,4,3
COc1ccc(C(C)(O)c2nc(-c3ccccc3)cs2)cc1 (stereo unspecified),-4,11,81,-3.4,-1.0,11,-2,0.0,-4,-4
O=C(Nc1cccc(-c2csc(Nc3ccccc3)n2)c1)c1cc([N+](=O)[O-])cc(C(F)(F)F)c1,16,-3,98,3.8,-0.3,-4,-7,-0.2,-5,4
Cc1ccc(NC(=O)CN(C)C(=O)c2ccc3[nH]c4c(c3c2)CC(C)CC4)cc1 (stereo unspecified),2,-4,99,-0.1,-1.0,-2,-15,-0.2,1,-4
Cc1ccc(CSc2nnc3ccc(-c4ccncc4)nn23)cc1,-16,-4,98,1.2,1.1,-4,3,0.0,-3,2
CC(=O)Nc1ccc(S(=O)(=O)Nc2cccc(-c3csc(C)n3)c2)cc1,13,2,102,-0.6,-1.6,-4,6,0.2,-5,-12
O=C(Nc1cccc(S(=O)(=O)NC2=NCCC2)c1)c1ccccc1OC(F)F,5,-1,79,-0.3,-2.6,-6,-3,-0.5,2,-1
COC(=O)c1ccccc1NC(=O)c1cc2ncc(Br)cn2n1,9,1,97,3.4,2.1,-1,0,0.0,5,-10
O=c1ccc(-c2ccc(S(=O)(=O)Nc3ccc(F)cc3)s2)n[nH]1,7,1,100,-0.1,-3.5,2,1,0.0,0,-4
CCOC(=O)c1oc2ccccc2c1CSc1nnnn1-c1ccccc1,8,-3,90,0.8,2.1,0,6,0.0,-2,-7
CCCCOC(=O)C1=C(C)N(C)C(=O)NC1c1cc2c(cc1Br)OCO2 (stereo unspecified),7,1,90,-1.2,-1.3,15,-1,0.1,1,3
Cc1cc(Cl)c(OCCOCCN2CCN(C)CC2)c(Br)c1,-3,0,99,-0.6,-1.6,1,4,0.0,-10,1
CCC1C(O)=C(c2ccccn2)C(=N)N1c1ccccc1 (stereo unspecified),-4,1,104,0.9,1.2,-6,-2,0.1,3,-3
COc1cc(C2CC(c3cccnc3)=NN2c2ccc(F)cc2)cc(OC)c1OC (stereo unspecified),6,8,97,-1.5,-0.7,-9,0,2.0,1,10
O=C(CSc1nc2ccccc2n1-c1ccccc1)NCC1CCCO1 (stereo unspecified),0,-2,98,4.6,-2.4,-2,3,0.5,-1,4
CCCCOc1ccc(C(=O)N(Cc2ccco2)C2CCS(=O)(=O)C2)cc1 (stereo unspecified),-2,-3,103,1.7,-2.5,2,0,0.2,0,-2
CN1CCN(NC(=O)Nc2ccc(Br)cc2Cl)CC1,9,1,102,0.5,-2.8,3,4,0.0,5,-5
CCCCNCCOCCOc1ccc(Cl)cc1Br,-4,-6,105,-2.2,0.4,6,4,1.6,-5,18
CC1(C(=O)Nc2ccccc2F)CCN1C(=O)Cc1ccc(-c2ccccc2)cc1 (stereo unspecified),18,-3,101,-1.3,-1.1,3,-19,0.3,-6,-19
CCOC(=O)[C@]12CCCC=C1N(Cc1cccc3ccccc13)C(=O)[C@H](CC(=O)N1CCSCC1)C2,/,/,98,-0.2,/,2,5,-0.4,0,/
O=c1c2sccc2nc(SCc2ccc([N+](=O)[O-])cc2)n1Cc1ccccn1,-3,-4,101,-0.5,-0.6,-2,-9,0.5,0,0
CCOC(=O)c1ccc(NC(=O)NNS(=O)(=O)c2cc(OC)ccc2OC)cc1,9,0,98,1.9,-2.1,0,-3,0.1,-2,0
CCOC(=O)C(=O)N=Nc1c(O)[nH]c2ccccc12,-18,1,95,0.0,-0.9,0,6,0.0,5,8
COc1ccc(SCCN2CC[C@@H](O)CCC2=O)cc1,0,3,96,-1.1,-0.6,3,0,-0.4,-5,4
CC1(C)CC(=O)c2sc(NC(=O)c3ccc4ncsc4c3)nc2C1,12,1,95,-1.4,0.4,6,9,-0.1,4,-12
Cc1cc(NC(=O)COC(=O)CCNS(=O)(=O)c2ccccc2)n(-c2ccccc2)n1,13,1,95,0.2,-1.7,-1,3,-0.1,3,1
COC(=O)c1cccc(NC(=O)c2cccc([N+](=O)[O-])c2)c1,-5,1,96,0.2,0.0,-6,-4,-0.1,-1,-7
CCCCC(c1nnnn1CS(=O)(=O)c1ccc(C)cc1)N1CCN(C)CC1 (stereo unspecified),-1,1,91,2.7,-2.3,2,4,0.0,-1,6
CNC(=S)NNC(=O)c1cc(C(C)(C)C)nn1Cc1ccc(F)cc1,2,1,90,-0.1,-4.1,-9,-2,0.0,-1,9
CC(=O)Nc1ccccc1-c1nc2cc(C#N)c(C#N)cc2[nH]c1=O,9,1,97,0.1,-1.4,-5,-5,0.1,-1,-6
C=CCSc1nnc(-c2ccccc2N=Cc2c(C)[nH]n(-c3ccccc3)c2=O)c(=O)[nH]1,-1,1,98,4.7,0.1,-2,-2,0.3,5,-28
O=C(c1ccc(Br)cc1)c1cc2ccc(O)cc2oc1=O,0,1,96,-0.4,-1.3,2,-1,0.0,-4,-1
COc1ccc(C(C#N)(CCC#N)CCC#N)cc1OC,26,-2,99,1.1,-0.3,-4,1,0.1,3,4
COC(=O)c1ccc2nc(-c3ccc(Cl)cc3)c(Cc3ccc(OC)cc3C)n2c1,/,/,117,-0.2,/,0,-4,0.7,-11,/
CC(C)(C)c1cc(C(=O)NNC(=O)c2ccc(C(F)(F)F)cc2)no1,13,8,88,-0.4,-0.6,-3,6,-0.1,0,11

More entries follow:
Molecule,MC4R antag cAMP,Glyco luc inh,ABCB6 inh MLPCN,iPSC survival up,MC4R ag barr,Exocytosis inh,ABHD5-PLIN5 inh,aDG glyco up,HTR2A ag,Cardio protect
CCn1cc(C(=O)NCCc2ccc(Cl)cc2)c(=O)c2ccc(C)nc21,-2,-1,98,0.4,-0.2,10,7,0.2,-4,-5
Cc1ccc2nc(N3CCC(C(=O)NC4CCCCC4)CC3)sc2c1,9,0,102,0.0,-1.9,5,-6,0.9,-3,-14
CCOC(=O)c1cc(NC(=O)Nc2nccs2)c(C)nc1C,6,0,122,0.8,-1.0,3,2,-0.3,7,15
CC(C)c1c(C#N)c(N)nc(SCC(=O)c2cc3ccccc3oc2=O)c1C#N,3,0,77,-0.6,-2.5,0,-12,-0.3,11,35
CC(C)CCNC(=O)NC(=O)COc1ccccc1C#N,-2,0,102,0.4,0.0,-2,-9,-0.2,-3,-5
COCCCNC(=O)CN(c1cc(Cl)ccc1OC)S(=O)(=O)c1ccc(C)c([N+](=O)[O-])c1,3,1,93,-0.1,-2.0,-2,0,0.0,-2,-1
CCOc1ccc(NC(=O)CN2C(=O)COc3ccc(Cl)cc32)cc1,-6,-2,99,1.1,-0.5,1,-4,0.1,-6,-5
CC(=O)NC1(C(F)(F)F)NC(=O)N(C2CCCCC2)C1=O (stereo unspecified),17,0,88,3.6,0.8,-3,-2,-0.2,2,0
CCOCC(=O)Nc1ccc2c(c1)OCCO2,3,-3,96,-2.4,-0.6,3,-2,-0.1,-3,-8
Fc1cccc(-c2cc3nc4c(c(N5CCC6(CC5)OCCO6)n3n2)CCCC4)c1,27,-7,102,1.2,1.3,3,-10,0.6,0,-13
O=c1[nH]cnc2c1ncn2C1OC(CO)CC1F (stereo unspecified),/,1,93,-0.9,/,-8,-2,0.0,1,5
Cc1cc2cc(OCC(=O)O)ccc2n1C,17,0,102,3.2,0.6,1,-2,0.0,0,0
COc1ccc(C)cc1NC(=O)CCN1CCCC1,2,0,98,1.4,1.9,-2,1,0.1,-3,-2
Cc1ccc(S(=O)(=O)N2CCN(C(=O)COC(=O)C3CCC3)CC2)c(C)c1,3,0,98,-0.5,-3.8,3,6,0.0,-9,0
COc1ccccc1NC(=O)CCC(=O)N/N=C(/C)c1ccc(C)cc1,10,1,94,0.4,1.2,1,2,-0.1,2,6
Cc1cc(Cl)ccc1C(=O)C1CCCN(C(=O)CN2CCOC2=O)C1 (stereo unspecified),11,2,103,-0.3,-0.4,0,6,-0.2,6,2
